Screens from PubChem.
Cathepsin G inh – blocks human cathepsin G enzyme activity; inhibition, % at 5 µM (by protocol); AID 581; 0.2% of 62,000 active; P08311; purified enzyme, AMC-tetrapeptide fluorescence, pooled mixtures;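 active = inhibition above 20% in each of the two mixture wells holding the compound; inactive = inhibition of 20% or less in either well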;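 also: 0% = enzyme control without mixture and 100% = blank lacking enzyme; strong numbers were not always called active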
Target sequence (P08311 21-244 limits assumed): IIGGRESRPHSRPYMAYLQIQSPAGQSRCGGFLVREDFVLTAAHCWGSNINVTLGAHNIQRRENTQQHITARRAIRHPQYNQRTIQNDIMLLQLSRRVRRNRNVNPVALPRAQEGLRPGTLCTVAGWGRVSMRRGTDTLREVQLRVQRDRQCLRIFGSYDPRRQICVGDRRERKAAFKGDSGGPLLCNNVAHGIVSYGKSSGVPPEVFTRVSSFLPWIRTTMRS
FXIa inh mix – factor XIa (human) inhibition, mixture screen. purified FXIa, fluorogenic substrate, pooled mixtures. inhibition, % at 5 µM. 0.19% of 62,000 active. AID 680. P03951;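 also: each value is inhibition by a whole ten-compound pool holding the compound; 0% = enzyme with no mixture and 100% = wells lacking enzyme; strong numbers were not always called active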
FXIIa inh mix – factor XIIa (human) inhibition, mixture screen. purified FXIIa, fluorogenic substrate, pooled mixtures. inhibition, % at 5 µM. P00748. AID 684. 0.2% of 62,000 active;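 also: 0% = enzyme without compound and 100% = no enzyme blank; some results filed as inactive read as strong as hits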
Hsp90 block – displaces geldanamycin probe from tumor Hsp90; P07900; NCI-N417 lysate Hsp90, Cy3B-geldanamycin FP displacement; inhibition, % at 30 µM; 0.35% of 64,000 active; AID 429;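 active = inhibition above 50%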;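 also: 0% = tracer plus lysate wells and 100% = tracer alone without lysate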
CatL block – blocks human cathepsin L protease activity; P07711; purified cathepsin L, fluorogenic substrate, fluorescence; inhibition, %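 (tested at 10 µM)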; 0.17% of 58,000 active; in the data active = inhibition above about 45%;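 also: 0% = enzyme with no compound and 100% = no enzyme blank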
Target sequence (P07711 114-288 limits assumed): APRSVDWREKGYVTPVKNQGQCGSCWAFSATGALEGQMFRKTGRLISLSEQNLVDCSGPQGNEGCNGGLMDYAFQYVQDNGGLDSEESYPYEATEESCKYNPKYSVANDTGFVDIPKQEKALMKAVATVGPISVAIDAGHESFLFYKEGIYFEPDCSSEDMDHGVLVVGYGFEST
Target sequence (P07711 292-333 limits assumed): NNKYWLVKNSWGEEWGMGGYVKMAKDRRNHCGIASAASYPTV
Cdc25B inh – human M-phase inducer phosphatase 2 inhibition. 0.1% of 65,000 active. inhibition, %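 (compounds tested at 10 µM final in the well)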. recombinant Cdc25B, OMFP fluorescence Ex485/Em525. AID 368. P30305; in the data active = inhibition above about 50%
Target sequence (P30305 whole entry, looked up): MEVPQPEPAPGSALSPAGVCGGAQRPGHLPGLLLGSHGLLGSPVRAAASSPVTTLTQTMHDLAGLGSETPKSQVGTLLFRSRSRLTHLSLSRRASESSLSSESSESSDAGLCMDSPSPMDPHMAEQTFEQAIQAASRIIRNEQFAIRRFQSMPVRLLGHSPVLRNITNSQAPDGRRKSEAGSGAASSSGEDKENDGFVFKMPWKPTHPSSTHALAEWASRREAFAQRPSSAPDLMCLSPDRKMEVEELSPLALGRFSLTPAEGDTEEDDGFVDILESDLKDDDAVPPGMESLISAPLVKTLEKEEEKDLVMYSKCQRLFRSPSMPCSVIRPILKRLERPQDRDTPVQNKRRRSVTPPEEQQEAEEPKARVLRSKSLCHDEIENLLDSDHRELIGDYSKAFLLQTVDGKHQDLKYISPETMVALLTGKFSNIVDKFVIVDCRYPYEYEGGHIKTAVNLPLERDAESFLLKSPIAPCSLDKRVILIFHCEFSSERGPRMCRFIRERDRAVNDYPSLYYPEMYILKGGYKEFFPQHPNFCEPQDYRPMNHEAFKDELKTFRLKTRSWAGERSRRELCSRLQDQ
MKP-1 inh – blocks human MKP-1 phosphatase activity. P28562. recombinant MKP-1, OMFP hydrolysis fluorescence. inhibition, %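 (compounds tested at a single concentration somewhere between 10 and 100 µM)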. 0.15% of 65,000 active;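 active = inhibition above about 50%, limit read from the data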;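 also: 0% = DMSO max control wells and 100% = wells with enzyme stopped by NaOH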
C1s inh – blocks human complement C1s protease activity; purified C1s, fluorogenic AMC substrate, pooled mixtures; mean inhibition % of two 10-compound mixtures (stronger effect = higher value), % at 5 µM (by protocol); 0.16% of 62,000 active; AID 538;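 active = inhibition above 20% in each of the two 10-compound mixture wells holding the compound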;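 also: 0% = enzyme wells lacking compound mixture and 100% = no-enzyme blank wells; some compounds called inactive have numbers as strong as hits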
5HT1a ag – activates the human 5-HT1a serotonin receptor. P08908. CHO 5-HT1a Ga15 NFAT-bla reporter, FRET ratio; 0% basal, 100% maximal reference agonist. activation, % at 10 µM. 0.56% of 65,000 active;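 active = activation above the screen-wide mean activation plus 3 SD, cut at about 19% in these data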;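 also: 0% = DMSO wells and 100% = 5-CT at EC100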
An asterisk follows results filed as active. Rule as the data show it, unless noted: active = inhibition above about 20% (passing the limit was not always enough); inactive = the rest. This is a random part of the collection; about 1.6% have a hit in one of these screens.

`Cc1ccc(N(C)C(=O)N2CCN(c3ccccn3)CC2)cc1` gave Cathepsin G inh -3, FXIa inh mix -2, FXIIa inh mix 9, Hsp90 block -3, CatL block -19, Cdc25B inh -25, MKP-1 inh -1, C1s inh -25 and 5HT1a ag -1.1.
Screening c1ccc(N=P(c2nc3ccccc3o2)(N2CCOCC2)N2CCOCC2)cc1 returned Cathepsin G inh 6, FXIa inh mix 9, FXIIa inh mix 4, Hsp90 block -5, CatL block 0, Cdc25B inh 30, MKP-1 inh -2, C1s inh -62 and 5HT1a ag -2.7.
For COc1cc(NC(=O)CN2C(=O)c3ccccc3C2=O)c(C(=O)O)cc1OC the results were Cathepsin G inh -16, FXIa inh mix 4, FXIIa inh mix -19, CatL block 6, C1s inh -8 and 5HT1a ag -2.6.
O=C(NC1=NCCS1)c1ccncc1 was read as Cathepsin G inh 8, FXIa inh mix 5, FXIIa inh mix 1, Hsp90 block -4, CatL block -2, Cdc25B inh 27, MKP-1 inh 17, C1s inh 14 and 5HT1a ag -1.8.
For O=C1NCCCC1C(=O)NCCNC(=O)C(F)(F)F (configuration not stated) the results were Cathepsin G inh -2, FXIa inh mix 9, FXIIa inh mix 3, Hsp90 block 0, CatL block -2, Cdc25B inh -14, MKP-1 inh 10, C1s inh 3 and 5HT1a ag -4.6.
Screening Cn1c(=O)c2c(nc(N3CCCCCC3)n2CC(=O)c2ccc(Br)cc2)n(C)c1=O returned Cathepsin G inh 5, FXIa inh mix 6, FXIIa inh mix 5, Hsp90 block -1, CatL block 9, Cdc25B inh -13, MKP-1 inh 21, C1s inh 9 and 5HT1a ag -4.4.
For COC(=O)C1CCN(C(=O)COC(=O)Cc2c[nH]c3ccccc23)CC1 the results were Cathepsin G inh 12, FXIa inh mix 13, FXIIa inh mix -16, Hsp90 block -5, CatL block 6, Cdc25B inh 5, MKP-1 inh 33, C1s inh 18 and 5HT1a ag -3.3.
`O=c1sc(Nc2ccccc2)nc2ccsc12` gave Cathepsin G inh 11, FXIa inh mix 14, FXIIa inh mix 0, Hsp90 block -1, CatL block -2, Cdc25B inh -13, MKP-1 inh -7, C1s inh 10 and 5HT1a ag 1.6.
`O=C(NCc1ccncc1)Nc1ccccc1Cl` gave Cathepsin G inh 1, FXIa inh mix 8, FXIIa inh mix -15, Hsp90 block -5, CatL block -4, Cdc25B inh 4, MKP-1 inh -1, C1s inh -26 and 5HT1a ag -2.9.
O=C(Nc1ccccc1)N(Cc1cccs1)C1CCCC1 was read as Cathepsin G inh 8, FXIa inh mix 4, FXIIa inh mix 4, Hsp90 block -6, CatL block 15, Cdc25B inh -9, MKP-1 inh 0, C1s inh -11 and 5HT1a ag -1.5.
CCOc1cc(S(=O)(=O)N2CC=C(c3ccc(F)cc3)CC2)c(OCC)cc1-n1cnnn1 was read as Cathepsin G inh 14, FXIa inh mix 11, FXIIa inh mix -17, Hsp90 block -4, CatL block 10, Cdc25B inh -7, MKP-1 inh 7, C1s inh 15 and 5HT1a ag 0.7.
CC1=C(C(=O)N2CCOCC2)C(c2ccccc2F)C2=C(CCCC2=O)N1 (configuration not stated) was read as Cathepsin G inh -8, FXIa inh mix 7, FXIIa inh mix 3, Hsp90 block 3, CatL block -74, Cdc25B inh -9, MKP-1 inh 1, C1s inh -19 and 5HT1a ag 0.7.
For COCCN(Cc1cc2cc3c(cc2n2nnnc12)OCO3)C(=O)c1ccccc1F the results were Cathepsin G inh 3, FXIa inh mix 1, FXIIa inh mix 4, Hsp90 block -1, CatL block -8, Cdc25B inh -10, MKP-1 inh 0, C1s inh -14 and 5HT1a ag 1.7.
Screening CCOC(=O)C1CCN(c2nc3ccccc3nc2C(C#N)C(=O)NCCc2ccccc2)CC1 (configuration not stated) returned Hsp90 block -5, CatL block 9, Cdc25B inh 24, MKP-1 inh -25 and 5HT1a ag -0.5.
CCOC(=O)N1CCC(NC(=O)CCc2c(C)nc3c(c(C)nn3C(C)(C)C)c2C)CC1 was read as Cathepsin G inh -2, FXIa inh mix 6, FXIIa inh mix -3, Hsp90 block -3, CatL block -8, Cdc25B inh -17, MKP-1 inh 20, C1s inh 1 and 5HT1a ag 1.7.
O=C1NCCc2c1[nH]c1c(Cl)ccc(Cl)c21 was read as Cathepsin G inh 2, FXIa inh mix 10, FXIIa inh mix 2, Hsp90 block -1, CatL block 8, Cdc25B inh 3, MKP-1 inh 23, C1s inh 1 and 5HT1a ag -4.7.
CC1CCCCN1C(=O)Cc1ccc(Cl)cc1 (configuration not stated) was read as Cathepsin G inh -6, FXIa inh mix 4, FXIIa inh mix -1, Hsp90 block -4, CatL block 8, Cdc25B inh -8, MKP-1 inh 5, C1s inh -14 and 5HT1a ag -0.9.
Screening O=C(Cn1c(=O)c2c(ncn2C2CCCC2)n(Cc2ccccc2)c1=O)N1CCc2ccccc21 returned Cathepsin G inh 7, FXIa inh mix -3, FXIIa inh mix 12, Hsp90 block -5, Cdc25B inh -8, MKP-1 inh 6, C1s inh -4 and 5HT1a ag -1.4.
Screening CN1C(=O)C(CC(=O)N2CCN(C(c3ccccc3)c3ccccc3)CC2)N(C)C1=O (configuration not stated) returned Cathepsin G inh 4, FXIa inh mix 7, FXIIa inh mix 5, Hsp90 block -2, CatL block -2, Cdc25B inh 3, MKP-1 inh -2, C1s inh 5 and 5HT1a ag -3.0.
Screening Cc1cc(S(=O)(=O)NC2CCCC2)ccc1F returned Cathepsin G inh 5, FXIa inh mix -17, FXIIa inh mix 1, Hsp90 block -13, CatL block 15, Cdc25B inh -3, MKP-1 inh -3, C1s inh -17 and 5HT1a ag -0.8.
For CCOC(=O)c1c(C)c(-c2ccccc2)n(CC(=O)N2CCN(C)CC2)c1C the results were Cathepsin G inh 7, FXIa inh mix 3, FXIIa inh mix -1, Hsp90 block -1, CatL block 6, Cdc25B inh -2, MKP-1 inh -7, C1s inh 13 and 5HT1a ag -0.2.
Screening Cc1cc(S(=O)(=O)N(Cc2ccccn2)Cc2ccco2)ccc1-n1cnnn1 returned Cathepsin G inh -3, FXIa inh mix 1, FXIIa inh mix -5, Hsp90 block 0, CatL block 0, Cdc25B inh -11, MKP-1 inh -12, C1s inh -1 and 5HT1a ag -2.3.
COCC(=O)N(Cc1cc2cc(OC)ccc2[nH]c1=O)c1ccc(C)cc1 was read as Cathepsin G inh -3, FXIa inh mix 1, FXIIa inh mix 5, Hsp90 block 0, CatL block -18, Cdc25B inh -12, MKP-1 inh 38, C1s inh -19 and 5HT1a ag -1.6.
C/C(N)=C(/C#N)C(=O)CSc1nnnn1-c1ccc(C)cc1 was read as Cathepsin G inh -10, FXIa inh mix 2, FXIIa inh mix 3, Hsp90 block -7, CatL block 0, Cdc25B inh -3, MKP-1 inh 35, C1s inh -12 and 5HT1a ag -3.2.
`O=C(c1cccc(S(=O)(=O)N2CCCC2)c1)N1CCN(c2ccccc2F)CC1` gave Cathepsin G inh 11, FXIa inh mix 7, FXIIa inh mix 0, Hsp90 block -3, CatL block 14, Cdc25B inh -6, MKP-1 inh 9, C1s inh 15 and 5HT1a ag -1.5.
O=S(=O)(c1ccc2oc(-c3ccncc3)nc2c1)c1ccc2oc(-c3ccncc3)nc2c1 was read as Cathepsin G inh 9, FXIa inh mix 4, FXIIa inh mix -2, Hsp90 block -1, CatL block 3, Cdc25B inh 10, MKP-1 inh 9, C1s inh 17 and 5HT1a ag 27*.
For COc1ccccc1NS(=O)(=O)c1cc(C(=O)NCCN2CCOCC2)ccc1Cl the results were Cathepsin G inh 8, FXIa inh mix 19, FXIIa inh mix -1, Hsp90 block 0, CatL block 19, Cdc25B inh -24, MKP-1 inh 24, C1s inh 16 and 5HT1a ag 1.8.
For CCOc1cc(-n2cnnn2)c(OCC)cc1NC(=O)c1cnccn1 the results were Cathepsin G inh 10, FXIa inh mix 4, FXIIa inh mix 6, Hsp90 block 0, CatL block 5, Cdc25B inh 13, MKP-1 inh -23, C1s inh 1 and 5HT1a ag -2.0.
For C/C(=C\C(=O)c1cccnc1)Nc1ccc(C)c(C)c1 the results were Cathepsin G inh -5, FXIa inh mix 4, FXIIa inh mix -31, Hsp90 block 0, Cdc25B inh -17, MKP-1 inh 4, C1s inh -5 and 5HT1a ag -3.7.
For N#CCSc1nc2c(cc1C#N)CCCCCC2 the results were Hsp90 block -3, CatL block -4, Cdc25B inh -23, MKP-1 inh -1 and 5HT1a ag -2.5.

5 neighbouring compounds from above, quoted:
O=S(=O)(c1ccc2oc(-c3ccncc3)nc2c1)c1ccc2oc(-c3ccncc3)nc2c1 was read as Cathepsin G inh 9, FXIa inh mix 4, FXIIa inh mix -2, Hsp90 block -1, CatL block 3, Cdc25B inh 10, MKP-1 inh 9, C1s inh 17 and 5HT1a ag 27*.
For COc1ccccc1NS(=O)(=O)c1cc(C(=O)NCCN2CCOCC2)ccc1Cl the results were Cathepsin G inh 8, FXIa inh mix 19, FXIIa inh mix -1, Hsp90 block 0, CatL block 19, Cdc25B inh -24, MKP-1 inh 24, C1s inh 16 and 5HT1a ag 1.8.
For CCOc1cc(-n2cnnn2)c(OCC)cc1NC(=O)c1cnccn1 the results were Cathepsin G inh 10, FXIa inh mix 4, FXIIa inh mix 6, Hsp90 block 0, CatL block 5, Cdc25B inh 13, MKP-1 inh -23, C1s inh 1 and 5HT1a ag -2.0.
For C/C(=C\C(=O)c1cccnc1)Nc1ccc(C)c(C)c1 the results were Cathepsin G inh -5, FXIa inh mix 4, FXIIa inh mix -31, Hsp90 block 0, Cdc25B inh -17, MKP-1 inh 4, C1s inh -5 and 5HT1a ag -3.7.
For N#CCSc1nc2c(cc1C#N)CCCCCC2 the results were Hsp90 block -3, CatL block -4, Cdc25B inh -23, MKP-1 inh -1 and 5HT1a ag -2.5.

(list continues)
COCCn1c(SCC(=O)Nc2sc(C)c(C)c2C#N)nnc1C(C)C was read as Cathepsin G inh -2, FXIa inh mix 6, FXIIa inh mix -2, Hsp90 block -1, CatL block -3, Cdc25B inh -12, MKP-1 inh -8, C1s inh -13 and 5HT1a ag 1.2.
O=C(OCc1nnc(-c2ccccc2)o1)c1ccc(S(=O)(=O)NCc2ccco2)cc1 was read as Cathepsin G inh -1, FXIa inh mix -3, FXIIa inh mix 16, Hsp90 block -7, CatL block 7, Cdc25B inh 23, MKP-1 inh 6, C1s inh -13 and 5HT1a ag -2.6.
Screening O=c1c2cccc3c2c(nn1CN1CCOCC1)-c1ccccc1-3 returned Cathepsin G inh 9, FXIa inh mix -6, FXIIa inh mix -5, Hsp90 block 0, CatL block -6, Cdc25B inh -4, MKP-1 inh 11, C1s inh -3 and 5HT1a ag -2.8.
COc1ccc(C2CC(c3ccc(C)cc3)Nc3ncnn32)cc1 (configuration not stated) was read as Cathepsin G inh 4, FXIa inh mix 3, FXIIa inh mix 5, Hsp90 block -1, CatL block 8, Cdc25B inh 4, MKP-1 inh -3, C1s inh -6 and 5HT1a ag -1.5.
CCCCOCC(O)Cn1c(C)nc2ccccc21 (configuration not stated) was read as Cathepsin G inh 1, FXIa inh mix 3, FXIIa inh mix -23, Hsp90 block 1, CatL block 7, Cdc25B inh 5, MKP-1 inh -10, C1s inh 6 and 5HT1a ag -1.7.
For CCOc1ccc(-n2c(C)nc3cc(C(=O)NCc4ccco4)ccc32)cc1 the results were Hsp90 block 0, Cdc25B inh 4, MKP-1 inh 13 and 5HT1a ag 0.7.
`O=C(/C=N/O)Nc1ccc(F)cc1` gave Cathepsin G inh -5, FXIa inh mix 5, FXIIa inh mix 9, Hsp90 block -3, CatL block -12, Cdc25B inh 1, MKP-1 inh -3, C1s inh -8 and 5HT1a ag 1.6.
CCOc1ccc(C(=O)Nc2cc(C)c3c(=O)oc4ccccc4c3n2)cc1 was read as Cathepsin G inh 6, FXIa inh mix 9, FXIIa inh mix 1, Hsp90 block -14, CatL block 17, Cdc25B inh 5, MKP-1 inh 10, C1s inh 13 and 5HT1a ag 0.9.
